Mot1-301 SUMO: inhibitors of SUMOylation pathway: yeast Mot1-301 growth rescue; S. cerevisiae Mot1-301 growth rescue, ATP luminescence, 38.5C; percent above DMSO median, 100 means doubled; growth rescue, % at 18.8 µM; actives 1% (n = 320,000); AID 2716;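 active = every valid replicate shows activation above 250% relative to neutral control wells; inactive = the rest, any valid replicate at or below 250%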;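 also: OY570 slx delta 5 strain wells were the positive control but not used for scaling; some compounds called inactive have numbers as strong as hits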
HTR5A ag ctr: HTR5A agonism, opioid heterodimer counter-screen | actives 0.61% (n = 340,000) | activation, % at 9.3 µM | AID 504692 | HTR5A agonist assay, luminescence, cell-based; in the data active = activation mostly above about 9.5%, no sharp cut-off; inactive = mostly below about 7.6%;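 also: 0% = cells with vehicle only and 100% = reference agonist; strong numbers were not always called active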
AddAB inh: less growth of phage-infected E. coli with AddAB | E. coli expressing H. pylori AddAB, absorbance growth | inhibition, % at 11.9 µM | actives 0.29% (n = 330,000) | AID 435030; in the data active = inhibition above about 12%;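 also: 0% = vehicle wells of infected cells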
Tat transport: inhibitors of E. coli Tat protein transport | E. coli MC4100 TorA-mCherry Tat export, fluorescence | inhibition, % at 10 µM | actives 0.036% (n = 340,000) | AID 488895;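 active = mean replicate inhibition at least 50% and at least half of replicates individually reaching 50%; inconclusive = only one of the two criteria met; inactive = neither criterion met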;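 also: exported cargo escapes ClpAP degradation while cytoplasmic cargo is degraded and loses fluorescence; 0% = median of neutral control wells and 100% = median of NaSCN control wells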
DAGLB inhibitor: blocks human DAGLB lipase activity | actives 0.059% (n = 340,000) | inhibition, % at 5.17 µM | HEK293T DAGLB membrane lysate, EnzChek fluorogenic substrate | Q8NCG7; in the data active = inhibition above about 34%;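 also: 0% = enzyme with vehicle and 100% = wells lacking enzyme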
Target sequence (Q8NCG7 whole entry, looked up): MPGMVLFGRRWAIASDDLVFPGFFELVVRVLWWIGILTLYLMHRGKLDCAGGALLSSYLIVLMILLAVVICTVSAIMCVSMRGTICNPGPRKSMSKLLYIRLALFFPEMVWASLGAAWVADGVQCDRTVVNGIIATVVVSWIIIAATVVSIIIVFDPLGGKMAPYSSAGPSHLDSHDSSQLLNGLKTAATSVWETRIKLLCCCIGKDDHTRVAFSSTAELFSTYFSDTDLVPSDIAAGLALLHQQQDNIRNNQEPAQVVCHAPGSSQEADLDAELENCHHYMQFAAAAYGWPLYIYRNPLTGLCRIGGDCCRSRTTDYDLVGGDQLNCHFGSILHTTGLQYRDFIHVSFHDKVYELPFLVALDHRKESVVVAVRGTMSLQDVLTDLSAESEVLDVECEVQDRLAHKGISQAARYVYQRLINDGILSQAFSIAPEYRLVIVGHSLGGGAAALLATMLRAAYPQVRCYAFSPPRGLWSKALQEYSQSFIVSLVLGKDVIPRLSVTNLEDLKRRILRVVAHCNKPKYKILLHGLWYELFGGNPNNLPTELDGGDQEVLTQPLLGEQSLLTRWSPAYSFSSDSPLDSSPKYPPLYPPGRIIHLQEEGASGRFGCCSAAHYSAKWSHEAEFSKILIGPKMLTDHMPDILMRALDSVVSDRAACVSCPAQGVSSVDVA
phage Ecoli inh: E. coli growth loss with phage present. growth absorbance. actives 0.26% (n = 360,000). inhibition, % at 11.9 µM; in the data active = inhibition above about 11%
PKA-R2B act: activators of human PKA-R2B complex; P22694+P31323; PKA-R2B holoenzyme dissociation, Cy5-IP20 fluorescence polarization; R2B truncated from residue 108, S112A mutant; 0% DMSO only, 100% 113 µM cGMP; activation, % at 11.4 µM; actives 0.079% (n = 340,000);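 active = activation above a cutoff set at the mean over all compounds plus 3 SD, cut at about 18% in these data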;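 also: higher means more holoenzyme dissociation and a rise in polarization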
Target sequence (P31323 whole entry, looked up, other chains not shown, the tested form may be a part): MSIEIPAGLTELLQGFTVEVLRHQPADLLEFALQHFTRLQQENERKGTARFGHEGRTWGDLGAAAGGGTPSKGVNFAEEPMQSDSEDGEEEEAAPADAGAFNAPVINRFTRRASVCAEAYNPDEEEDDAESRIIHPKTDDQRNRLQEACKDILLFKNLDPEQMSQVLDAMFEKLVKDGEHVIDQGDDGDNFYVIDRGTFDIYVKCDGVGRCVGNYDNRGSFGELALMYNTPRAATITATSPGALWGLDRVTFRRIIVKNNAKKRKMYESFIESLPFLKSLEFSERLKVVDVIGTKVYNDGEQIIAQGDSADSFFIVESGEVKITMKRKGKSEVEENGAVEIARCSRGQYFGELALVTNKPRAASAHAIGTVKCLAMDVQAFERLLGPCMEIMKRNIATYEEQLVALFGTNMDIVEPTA
HTR5A inv ctr: HTR5A inverse agonism, opioid heterodimer counter-screen | HTR5A cell line, luminescence | inhibition, % at 9.3 µM | P47898 | actives 0.083% (n = 340,000); in the data active = inhibition mostly above about 23%, no sharp cut-off; inactive = mostly below about 18%;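 also: 0% = cells with DMSO and 100% = no-cell wells with DMSO; some compounds called inactive have numbers as strong as hits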
E coli growth: counter-screen for AddAB inhibitors: E. coli growth inhibition; E. coli V3065 growth, OD600 absorbance, 18 h; inhibition, % at 11.9 µM; actives 0.27% (n = 330,000);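 active = inhibition above the campaign's mean inhibition across all tested compounds plus 3 SD, cut at about 9.9% in these data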;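 also: uninfected addAB+ strain grown without phage in ampicillin broth; 0% = DMSO wells and 100% = ciprofloxacin 0.95 µg/ml wells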
PKA-R1A act: activators of PKA-R1A complex. P00514+P68181. PKA-R1A dissociation, Cy5-IP20 fluorescence polarization; scaled: DMSO 0%, 113 µM cGMP 100%. activation, % at 11.4 µM. actives 0.083% (n = 340,000);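 active = percent activation above the mean of all tested compounds plus 3 SD, cut at about 19% in these data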;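 also: higher means more PKAc released from R1A so a rise in polarization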
CDK5 p35 inh: inhibitors of human CDK5/p35 kinase; Q00535+Q15078; Recombinant CDK5/p35, ADP-Glo luminescence, 60 min; inhibition, % at 10 µM; actives 0.01% (n = 330,000); AID 488839;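 active = highest replicate inhibition of at least 50% and at least 75% of replicates reaching 50%; inconclusive = only one of the two criteria met; inactive = both criteria failed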;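 also: plate controls were DMSO neutral control for no effect and GW8510 at 10 µM for full effect; many of its hits are not listed in these tables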
Starred values were filed as active, the others as inactive; ? = inconclusive; / = no result given; & = joins results of further samples.

SMILES	Mot1-301 SUMO	HTR5A ag ctr	AddAB inh	Tat transport	DAGLB inhibitor	phage Ecoli inh	PKA-R2B act	HTR5A inv ctr	E coli growth	PKA-R1A act	CDK5 p35 inh
COc1ccc(/C=C2/SC(=O)N(CC(=O)NCCC(C)C)C2=O)cc1OC	293	-1	0.1	-9	-1	2.9	-3	4	0.7	-11	0.3
COc1cc(C(=O)Nc2cc(C)ccn2)cc(OC)c1OC	6	2	6.7	12	-2	2.8	-11	-11	0.3	-17	-4.6
O=C(CSc1ncccn1)NCc1ccccc1	-11	-1	-0.4	-1	2	3.9	-1	-17	0.9	-3	0.0
CC1(C)CC(=O)C2=C(C1)Oc1ncn(CCCn3ccnc3)c(=N)c1C2c1ccccc1 (stereo unspecified)	2	2	0.9	7	-2	2.7	-14	-10	0.2	-5	1.0
Cc1nn(-c2ccccc2)c2c1C(c1cccnc1)N1C=C(S(=O)(=O)N3CCCCC3)C=CC1=N2 (stereo unspecified)	3	2	0.2	-8	1	0.4	-2	-9	-0.7	-11	0.8
O=C(COc1ccccc1)Nc1ccc(S(=O)(=O)N2CCCC2)cc1	/	-7	1.6	1	-3	6.9	-13	21	2.2	0	-3.0
COC(=O)C12CCC(C)(c3nc4ccccc4nc31)C2(C)C (stereo unspecified)	129	/	0.2	-11	/	3.5	/	/	-1.5	/	-0.8
CCCc1nc2oc3c(NCC4CCCO4)ncnc3c2c2c1COC(C)(C)C2 (stereo unspecified)	-35	0	3.8	7	0	-0.4	5	-8	0.5	-4	1.5
N=c1n(CCN2CCCCC2)c2ccccc2n1CC(O)c1ccc(Cl)c(Cl)c1 (stereo unspecified)	5	/	3.3	7	3	3.9	0	/	1.9	-4	0.9
Cc1ccc(S(=O)(=O)CCC(=O)OCC(=O)N2CCN(S(=O)(=O)c3ccc(Cl)cc3)CC2)cc1	1	2	2.6	9	-1	2.9	7	-14	0.8	-10	-2.6
O=S1(=O)CCOC[C@H](CC2CCCCC2)N1Cc1cccc(Cl)c1	-17	-5	-0.1	-8	-7	1.3	-14	13	-4.8	-17	0.1
CCOCC(=O)Nc1cc(Cl)ccc1C	-2	-2	5.0	-6	-4	4.4	3	4	2.4	1	-2.4
O=C(CN1C(=O)C2CC=CCC2C1=O)Nc1ccc(-c2nnc3n2CCCCC3)cc1 (stereo unspecified)	-12	2	3.1	-4	4	2.3	-4	-7	-3.1	-3	0.1
CC1CCC(NC(=O)C2c3ccccc3C(=O)N2CCCN2CCOCC2)CC1 (stereo unspecified)	-2	1	0.3	1	2	0.3	3	-3	-2.6	4	-0.9
CC(C)(C)C(=O)Nc1ccc(Oc2ccc3c(c2)C(=O)N(c2ccc(O)cc2)C3=O)cc1	-2	6	1.6	5	0	0.8	-6	-30	0.0	-17	-1.0
CCOC(=O)c1sc(NC(=O)CN2C(=O)NC3(CCC(C)CC3)C2=O)c(C(=O)OCC)c1C (stereo unspecified)	3	11	1.0	-8	-7	2.5	-1	-27	0.7	-13	0.3
Cc1n[nH]c(C)c1C(=O)CC1(O)C(=O)N(Cc2ccccc2)c2ccc(Br)cc21 (stereo unspecified)	13	5	1.1	4	1	-0.4	0	-13	0.0	-2	-1.7
Cc1ccc(Sc2ncccc2COC(=O)NC(C)C)cc1	9	3	2.6	-2	0	-0.3	-5	-1	0.2	-6	1.6
COc1ccccc1C(=O)N1N=C(c2ccc(NS(C)(=O)=O)cc2)CC1c1cccs1 (stereo unspecified)	3	3	-0.7	13	1	2.0	-6	-12	-1.0	3	-1.1
NC(=O)c1oc2ccc(Cl)cc2c1N	-4	6	-0.9	2	1	1.9	5	1	0.6	-2	1.0
O=C(NC(C(=O)c1ccccc1)n1ccc(=O)[nH]c1=O)c1ccccc1 (stereo unspecified)	20	-2	0.8	-2	2	3.0	-3	-11	-0.4	-2	0.1
Cc1ccc(NC(=O)C(c2ccccc2)N2CCN(C(=O)c3ccco3)CC2)cc1 (stereo unspecified)	-3	-1	0.1	-1	-1	1.3	-8	-9	-0.7	2	-1.1
Cc1cc(C)c(NN=c2c(=O)c3ccccc3c2=O)c(C)c1	1	-4	1.0	-1	0	1.6	3	-3	-1.6	-2	1.0
COc1ccc(C2C(C(=O)c3cccs3)=C(O)C(=O)N2c2cccc(C)n2)cc1OC (stereo unspecified)	-10	1	0.8	-4	-1	-1.0	-1	4	-3.2	4	0.2
CC(=O)Nc1sc(N/N=C/c2ccccc2)nc1-c1ccc(C)cc1	4	13*	0.0	-2	-1	2.2	2	4	0.4	-7	0.6
Cc1ccccc1NC(=O)COC(=O)c1ccc2nc(C)c(C)nc2c1	97	-1	3.4	-14	-1	2.1	-2	0	-0.3	7	-1.4
CC(=O)Nc1ccc(NC(=O)c2cc(-c3cc(C)c(C)cc3O)n[nH]2)cc1	25	2	1.5	-8	2	1.3	-5	-9	0.5	6	0.7
COc1cccc(NC(=O)CSc2nc(N)cc(N)n2)c1	-2	5	4.6	12	-1	2.2	-1	-12	2.1	-8	-0.9
CC(C)CN(CC(C)C)S(=O)(=O)N1CCC(C(=O)NCc2ccccn2)CC1	-16	4	2.1	14	0	1.7	2	-24	0.4	2	-14
O=C(NNC1=NCCCCC1)Nc1cccc(Cl)c1	/	2	/	-2	4	5.4	4	-6	/	4	0.5
CC1CCN(CC(=O)NNC(=O)c2cccc(Br)c2)CC1	98	-7	1.2	-5	1	2.6	-4	18	-0.8	13	-0.5
Cc1ccccc1NC(=O)CCC(=O)OCCCC(F)(F)C(F)(F)F	54	3	2.6	-8	3	3.9	-5	-11	3.6	-4	-0.6
CCOC(=O)c1c(NC(=O)C2CCCN(S(=O)(=O)c3ccc(C)cc3)C2)sc2c1CCCC2 (stereo unspecified)	-11	-1	2.0	-2	-3	1.3	1	-9	5.3	-7	-4.2
CCC1CCC/C1=N\NC(=O)c1ccoc1C (stereo unspecified)	-17	2	/	-5	1	-0.2	-4	-5	/	-12	-2.1
CC1(C)CC(=O)C(C=NCCN2CCNC2=O)=C(O)C1	156	4	1.5	6	0	2.2	-14	-17	-1.3	5	/
O=C1COc2ccc(C(=O)COC(=O)COc3ccccc3[N+](=O)[O-])cc2N1	-3	2	-2.5	8	-2	1.8	3	-9	0.0	-1	0.1
Cn1c(=NC(=O)C2CCN(S(=O)(=O)c3cccs3)CC2)sc2ccccc21	52	-3&2	0.9	-4&-1	-2&-2	0.9&4.2	5&4	14&-4	-0.1	8&-5	-2.8&-0.9
COc1c(NC(C)=O)c2ccccc2c2ccccc12	-4	5	1.4	9	0	1.9	3	8	1.5	3	-0.8
C=CCn1c(N)cc(=O)nc1SCC(=O)Nc1ccccc1C(N)=O	42	0	0.7	7	0	3.8	9	1	1.8	-1	0.5
CC(C)(C)NC(=O)/C=N/O	-10	7	-1.3	-9	1	5.7	-1	-14	-1.7	-1	1.2
COc1ccc(/C=C2\CCc3ccccc3C2=O)c(OC)c1OC	-18	9	0.2	-2	-6	1.4	2	-24	0.8	-8	-0.9
OC(c1ccc(Cl)cc1Cl)C(Cc1cccnc1)n1cncn1 (stereo unspecified)	4	2	-0.2	-2	-1	0.8	-6	4	-0.4	12	0.1
CC1CCCCN1N=Nc1nc2c([nH]1)c(=O)n(C)c(=O)n2C (stereo unspecified)	/	0	/	8	1	3.7	3	-2	/	0	-0.1
O=C(Nc1cccnc1Cl)c1ccc(Cl)c([N+](=O)[O-])c1	4	5	1.1	-2	2	1.0	0	5	-0.4	5	1.3
CCOC(=O)c1ccc(COC(=O)CCc2nc(-c3ccccc3)c(-c3ccccc3)o2)cc1	-5	-2	-0.3	2	-21	4.8	-5	9	-2.5	1	0.9
CN(C)C(CNC(=O)c1oc2ccccc2c1CSc1ncn[nH]1)c1ccco1 (stereo unspecified)	-1	1	0.8	2	3	1.5	-4	-2	1.1	2	0.5
CC1CN(C(=O)CCNC(=O)c2ccc(Br)cc2)CC(C)O1 (stereo unspecified)	-6	2	0.5	2	1	2.3	-4	9	0.6	-3	0.9
CCOc1ccc(CCNC(=O)Cn2ncn3nc(-c4ccc(OC)cc4)cc3c2=O)cc1	-8	1	2.2	-4	2	1.9	-8	-3	-0.4	-5	-5.6

An excerpt from the list above, as a working copy:
SMILES	Mot1-301 SUMO	HTR5A ag ctr	AddAB inh	Tat transport	DAGLB inhibitor	phage Ecoli inh	PKA-R2B act	HTR5A inv ctr	E coli growth	PKA-R1A act	CDK5 p35 inh
COc1ccc(/C=C2/SC(=O)N(CC(=O)NCCC(C)C)C2=O)cc1OC	293	-1	0.1	-9	-1	2.9	-3	4	0.7	-11	0.3
COc1cc(C(=O)Nc2cc(C)ccn2)cc(OC)c1OC	6	2	6.7	12	-2	2.8	-11	-11	0.3	-17	-4.6

Next section
SMILES	Mot1-301 SUMO	HTR5A ag ctr	AddAB inh	Tat transport	DAGLB inhibitor	phage Ecoli inh	PKA-R2B act	HTR5A inv ctr	E coli growth	PKA-R1A act	CDK5 p35 inh
Cc1ccc(NC(=S)N(CCN2CCOCC2)Cc2ccccc2F)cc1	7	-3	1.6	0	-4	-2.7	0	8	-0.2	-2	1.2
O=C1c2ccc3c4c(ccc(c24)C(=O)N1c1cccc(O)c1)C(=O)N(c1cccc(O)c1)C3=O	-36	-9	-1.9	2	6	0.8	-1	33	-2.3	-6	0.6
COc1ccc(S(=O)(=O)NCc2ccco2)c2ccccc12	227	9	1.5	?	-4	-0.2	13	-7	1.1	0	-1.8
O=C(NCc1ccco1)C(=O)NCC1OCCN1S(=O)(=O)c1ccc(Br)cc1 (stereo unspecified)	/	-2	-1.4	1	-1	1.2	-12	7	-2.7	1	1.1
CCOC(=O)C1CCCN(Cc2ccc(O)c(OC)c2)C1 (stereo unspecified)	17	2	-1.9	-6	1	-0.6	1	-5	-4.5	0	-0.3
CCN1CCCc2cc(CN(CCN3CCOCC3)C(=S)Nc3cccc(OC)c3)ccc21	-2	5	0.1	-5	-1	-3.5	-6	-36	0.1	-9	-0.3
COc1cccc(/C=C/C(=O)N2CCN(S(=O)(=O)c3ccccc3)CC2)c1OC	-3	2	-1.4	-1	2	0.1	8	-6	-1.6	2	-1.5
Nc1ccc(C(=O)OCc2nc3cc4ccccc4cc3[nH]2)cc1	13	-3	3.9	5	1	3.0	-5	9	1.1	1	-2.4
COc1ccccc1CCNC(=O)C(=O)NCC1OCCN1S(=O)(=O)c1ccc(OC)c(OC)c1 (stereo unspecified)	0	2	1.3	7	-2	2.8	-5	-7	-1.5	-10	1.0
O=C(C[C@H]1C[C@H](C(=O)N2CCCCC2)[C@@]2(CCc3ccccc3)c3[nH]c4ccc(Cl)cc4c3CCN2C1=O)NCCN1CCOCC1	/	1	-0.2	-4	2	/	-3	-2	-2.9	-5	-0.4
O=C(NCCc1nc(-c2ccccc2)no1)c1ccccc1	-2	6	-0.2	-16	-10	1.7	10	-12	-0.4	-21	1.4
O=C(Cn1cnc2c(nnn2Cc2ccc(F)cc2)c1=O)NC1CCCC1	23	3	0.0	-4	0	-0.3	0	-37	-1.0	-2	-2.5
Cc1cc(N/N=C/c2cccc(Cl)c2)nc(-n2nc(C)cc2C)n1	-2	-7	-2.7	8	-3	-0.8	10	12	-2.1	-3	-0.8
Cc1cc(NC(=O)COC(=O)c2cccc(OCc3ccccc3)c2)no1	411	4	-2.4	12	-7	3.8	8	-10	-2.3	1	-1.0

Assay outcomes (PubChem)
